# From PubChem
# zfTRPN1 agonist = activates the zebrafish TRPN1 channel; HEK293 zebrafish TRPN1-YFP, Fluo-8 calcium fluorescence; 100% = response to 87 µM carbachol; activation, % at 3 µM; 220,000 tested, 0.18% active;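 active = activation above its plate's cutoff, the mean activation of test wells on that plate plus 3 SD, cut at about 19% in these data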;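 also: 0% = DMSO alone and 100% = 87 µM carbachol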
#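 Assay system: Zebrafish TRPN1-YFP in HEK293 cells | Incubation: Dye loading 1 h at 37 °C, then 30 min room temperature | Measured by: Kinetic Fluo-8 fluorescence, ex 470-495, em 515-575 nm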
# NPY-Y1 PAM-ag = potentiators or agonists of human neuropeptide Y receptor Y1; P25929; NPY-Y1 expressing cells, potentiator/agonist activation; activation, % at 3.6 µM; 220,000 tested, 0.37% active; AID 1304; in the data active = activation above about 33%, passing the limit was not always enough;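 also: cells stimulated with NPY at EC10 then isoproterenol at EC100; 0% = low agonist plus stimulus and 100% = saturating agonist plus stimulus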
# Target sequence (P25929 whole entry, looked up): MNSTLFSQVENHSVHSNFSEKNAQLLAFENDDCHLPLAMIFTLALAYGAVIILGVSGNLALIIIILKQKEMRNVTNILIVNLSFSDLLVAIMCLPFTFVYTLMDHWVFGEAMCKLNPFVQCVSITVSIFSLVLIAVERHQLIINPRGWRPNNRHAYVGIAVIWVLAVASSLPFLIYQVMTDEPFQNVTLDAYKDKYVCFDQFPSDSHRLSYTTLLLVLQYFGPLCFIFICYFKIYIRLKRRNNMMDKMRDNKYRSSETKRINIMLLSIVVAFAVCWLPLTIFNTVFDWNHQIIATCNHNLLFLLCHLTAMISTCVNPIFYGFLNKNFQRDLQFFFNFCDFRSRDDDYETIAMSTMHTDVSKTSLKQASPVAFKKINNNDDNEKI
# PGE2 EP2 inh = inhibitors of human EP2 prostaglandin E2 receptor. P43116. C6 glioma cells expressing human EP2, cAMP TR-FRET; cells stimulated with saturating PGE2. inhibition, % at 25 µM. 260,000 tested, 0.52% active;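 active = percent inhibition above 40 after rounding to a whole number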;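 also: rat C6 glioma host cells with rolipram phosphodiesterase inhibitor present; the protocol text gives 20 µM as final concentration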
# Target sequence (P43116 whole entry, looked up): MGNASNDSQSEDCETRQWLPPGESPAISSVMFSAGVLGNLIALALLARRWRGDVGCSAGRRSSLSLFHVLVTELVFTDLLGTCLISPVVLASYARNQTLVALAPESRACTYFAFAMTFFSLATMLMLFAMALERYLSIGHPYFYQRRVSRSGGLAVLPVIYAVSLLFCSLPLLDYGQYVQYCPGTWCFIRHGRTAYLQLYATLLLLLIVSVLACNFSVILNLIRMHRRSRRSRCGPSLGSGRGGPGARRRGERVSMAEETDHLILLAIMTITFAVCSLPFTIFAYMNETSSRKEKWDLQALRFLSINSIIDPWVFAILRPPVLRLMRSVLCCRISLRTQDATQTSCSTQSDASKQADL
# CHOP inhibitor = blocks CHOP induction under ER stress | inhibition, % at 10 µM | 220,000 tested, 3.8% active | CHO-K1 CHOP-promoter luciferase, tunicamycin-induced, 15-18 h;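 active = compounds that reduced the stress-induced luciferase reporter signal by more than about 70% of percent inhibition, limit read from the data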;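 also: 0% = tunicamycin plus vehicle and 100% = wells without tunicamycin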
# TRPML3 agonist = activates the human TRPML3 channel. 220,000 tested, 0.29% active. HEK293 TRPML3-YFP, Fluo-8 calcium fluorescence; 100% = the carbachol control signal. Q8TDD5. activation, % at 3 µM;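 active = activation above its plate's cutoff, the mean activation of the plate's test wells plus 3 SD, cut at about 12% in these data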;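 also: 0% = DMSO only wells and 100% = carbachol wells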
#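 Test system: HEK293 cells stably carrying human TRPML3-YFP; Doses: single dose, 3 µM final nominal compound, 0.3% DMSO final; Schedule: dye loading 1 h 37 °C then 30 min ambient, 125 s read; Technique: Fluo-8 calcium fluorescence; Benchmarks: high control carbachol 87 µM, low control DMSO.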
# PPC-1+TRAIL kill = compounds killing PPC-1 cancer cells with TRAIL present (potentiator screen, no TRAIL-free arm); PPC-1 cells + TRAIL, ATPLite viability luminescence; cell killing (% activity), % at 4 µM; 220,000 tested, 0.41% active;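 active = cell killing above 50% in the first pass at 4 µM, then a duplicate retest at 5 µM averaging 50% or more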;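 also: plate controls were cells with TRAIL plus DMSO for no effect and medium-only wells lacking cells for full effect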
# 14-3-3 Bad inh = disrupts binding of bovine 14-3-3 zeta to phospho-Bad peptide; AID 781; 220,000 tested, 0.71% active; TR-FRET 14-3-3zeta/Dy647-pBad peptide displacement, 1 h; inhibition, % at 21.7 µM; P63103;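 active = inhibition above about 70%, limit read from the data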;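 also: 0% = full 14-3-3 plus peptide FRET controls and 100% = background without 14-3-3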
# Target sequence (P63103 whole entry, looked up): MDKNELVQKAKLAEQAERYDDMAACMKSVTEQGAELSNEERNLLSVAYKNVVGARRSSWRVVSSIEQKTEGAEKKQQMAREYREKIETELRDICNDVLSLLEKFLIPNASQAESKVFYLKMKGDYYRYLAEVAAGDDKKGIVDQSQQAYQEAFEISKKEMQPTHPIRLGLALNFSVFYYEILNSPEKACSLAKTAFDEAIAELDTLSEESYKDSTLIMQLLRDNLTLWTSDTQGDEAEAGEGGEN
# NPY-Y1 antag = antagonists of human neuropeptide Y receptor Y1; P25929; HEK293-CNG Y1 cells, membrane potential fluorescence; NPY at EC95, then isoproterenol; inhibition, % at 3.6 µM; 200,000 tested, 1% active;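 active = inhibition above the campaign mean inhibition of all tested compounds plus 3 SD, cut at about 20% in these data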;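 also: 0% = DMSO wells given NPY plus isoproterenol and 100% = isoproterenol alone without NPY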
#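 material = HEK293 cells with Y1 receptor plus CNG channel | also added = NPY 25 nM then isoproterenol 1 µM plus Ro 20-1724 25 µM | schedule = dye 3 h, compound 60 min room temperature, stimulation 45 min | measured by = membrane potential fluorescence | benchmarks = high control isoproterenol alone, low control NPY with isoproterenol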
# EP2 modulator = modulates human prostaglandin E2 receptor EP2 signaling; induction, % at 25 µM; 260,000 tested, 0.83% active; P43116; EP2-expressing cells, cAMP HTRF FRET, PGE2 co-stimulation;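 active = compounds whose cAMP rise, as percent of the full-agonist control response, exceeds 60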;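 also: rat C6 glioma line stably carrying human EP2 under a CMV promoter; the protocol text gives 20 µM as final concentration; 100% = response of wells given 1 µM PGE2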
# * marks the source's active call; other numbers are inactive results; / = not tested or not shown; & = joins results of further samples; [ ] = remark or other dose. Not all compounds are listed; the hit share may differ from the screen's.
# The first two entries, ahead of the listing:
mol,zfTRPN1 agonist,NPY-Y1 PAM-ag,PGE2 EP2 inh,CHOP inhibitor,TRPML3 agonist,PPC-1+TRAIL kill,14-3-3 Bad inh,NPY-Y1 antag,EP2 modulator
O=C(CSc1nc2nc(-c3cccs3)cc(C(F)(F)F)c2c(=O)[nH]1)Nc1ccc(F)c(F)c1,1.5,18,11,61,0.7,-9,1,-7,36
COc1ccc(CNC(=O)Nc2ccc(C)c(C)c2)cc1,-2.7,6,3,7,-0.8,10,-11,8,-30

# Main list, from the first entry:
mol,zfTRPN1 agonist,NPY-Y1 PAM-ag,PGE2 EP2 inh,CHOP inhibitor,TRPML3 agonist,PPC-1+TRAIL kill,14-3-3 Bad inh,NPY-Y1 antag,EP2 modulator
O=C(CSc1nc2nc(-c3cccs3)cc(C(F)(F)F)c2c(=O)[nH]1)Nc1ccc(F)c(F)c1,1.5,18,11,61,0.7,-9,1,-7,36
COc1ccc(CNC(=O)Nc2ccc(C)c(C)c2)cc1,-2.7,6,3,7,-0.8,10,-11,8,-30
O=C(CCS(=O)(=O)c1ccc(Br)s1)Nc1ccccc1Br,-0.4,-9,9,25,0.2,26,-7,-3,-42
COc1ccc(Cl)cc1N1C(=N)SCC1=O,-0.9,8,11,-8,-0.5,-6,0,3,6
CC(C)(C)NC(=O)CSc1nnc(SCC(=O)NC(C)(C)C)s1,0.6,-1,7,2,0.2,21,-4,5,9
Cc1ccc(-c2nnc(OCc3cccnc3)c3ccccc23)cc1,-1.5,2,4,28,-1.3,-1,-7,6,33
CCC(C)c1ccc(NC(=O)COC(=O)C2=COCCO2)cc1 (configuration not stated),-1.0,6,10,14,-0.1,18,-2,-3,6
CCn1nc(C(=O)Nc2cccc3ccccc23)c(Cl)c1Cl,-1.1,-34,8,12,-0.9,10,-13,15,18
O=C(CNS(=O)(=O)c1ccccc1)OCC(=O)c1ccc([N+](=O)[O-])cc1,-0.7,-7,12,-13,0.3,13,-4[fluorescence artefact?],-2,23
O=C(CSc1ncn[nH]1)NCCc1ccccc1,2.5,7,13&13,0,1.1,14,6,-8,2&2
Cc1ccc(CS(=O)(=O)CCC(=O)NCC2CCCO2)cc1 (configuration not stated),0.6,-36,7,1,0.4,4,-6,-1,30
CCOCc1nnc(NC(=O)CSc2ccccc2)s1,-1.0,19,19,40,-0.9,-5,0,13,23
Cc1cc(NC(=O)CCC(=O)N(C2CC2)C2(C(=O)NC3CCCC3)CCC(C)CC2)no1 (configuration not stated),-1.0,-9,11,40,-0.2,18,-2,0,15
CCOC(=O)N1CCN(C(=O)c2ccc3c(=O)n(CCC4=CCCCC4)c(=O)[nH]c3c2)CC1,1.8,5,10,34,0.5,7,-3,-4,14
OCCN(CCO)c1ccc2ccccc2c1,0.0,11,3,4,0.6,9,0,-6,-40
CC1=C(C)CC(C(=O)N2CCN(Cc3ccc4c(c3)OCO4)CC2)C(C(=O)O)C1 (configuration not stated),0.7,-2,3,9,1.2,8,-10,9,35
Cc1cc(C(=O)OC(C(=O)Nc2ccc(C)c(Cl)c2)c2ccccc2)c(C)o1 (configuration not stated),-1.1,-11,3,40,0.4,6,-4,12,23
CCOC(=O)CNC(=O)CSc1nc(C)cc(C)c1C#N,3.0,-9,8,-2,0.9,18,-17,2,-51
CN(C)C(=O)c1ccc(COc2ccccc2Br)o1,4.2,7,12,9,-0.6,15,14[fluorescence artefact?],-2,-2
O=S(=O)(c1cccc(-c2n[nH]c(=S)n2Cc2ccccc2)c1)N1CCOCC1,2.5,15,12,-4,0.9,15,-3,/,6
O=c1cc(-c2ccccc2)nc2nc(-c3ccco3)[nH]n12,1.0,-3,10,-17,0.8,30,28,6,-9
CCC(C)n1c(=N)c(C#N)cc2c(=O)n3cccc(C)c3nc21 (configuration not stated),2.2,5,9,27,0.5,9,-6,2,21
O=C(c1ccccc1)N1CCCCC(Sc2nnnn2-c2ccccc2)C1=O (configuration not stated),-0.1,-9,3,11,-0.1,2,1,9,15
Fc1ccc(OCCCCCCN2CCCC2)cc1,0.5,-2,-5,29,0.7,-4,2,8,-8
CCCN(C#N)c1nc(NCC)nc(NC(C)C)n1,0.0,-2,14&12,10,-0.3,-2,8,-7,-7&13
COc1cc(/C=C/C(=O)O)cc(S(=O)(=O)N(C)CCO)c1OC,1.6,5,3,-19,0.9,22,-4,4,8
Cc1cc(/C=N\O)c(C)n1-c1ccncc1,-0.5,-4,/,/,0.6,26,/,1,/
CSc1ccccc1NC(=O)CN(C)S(=O)(=O)c1ccc(F)cc1,-0.7,12,5,-8,0.9,10,2,0,-5
O=C1CC(Sc2ccc(Cl)cc2)C(=O)N1c1ccc2c(c1)OCCO2 (configuration not stated),0.6,-10,10,6,0.4,19,1,/,-14
Cc1cccc(NC(=O)c2ccccc2C(=O)O)c1,0.4,-6,9,17,-0.6,10,-7,9,-5
CCOC(=O)C1=C(C)NC2=C(C(=O)CCC2)C1c1ccc(N(C)C)cc1 (configuration not stated),0.2,4,4,22,0.3,12,-11[fluorescence artefact?],-11,29
COc1ccccc1N1CCN(S(=O)(=O)c2cccc(F)c2)CC1,-1.3,-9,6,68,9.3,8,3,-4,18
CC(C)(C)c1ccc(OCC(=O)N2CCN(C=O)CC2)cc1,1.1,4,13,36,0.1,12,-4,0,6
CC(C)CNC(=S)NNC(=O)c1ccc2c(c1)OCO2,-1.5,-6,/,10,0.0,7,-16[fluorescence artefact?],-2,18
CC(C)N(C(=O)CSc1nc2c([nH]1)c(=O)n(C)c(=O)n2C)c1ccccc1,0.6,-4,10,-13,0.4,-1,-2[fluorescence artefact?],4,5
COc1ccc(CCN2C(=O)CC(Cc3ccccc3)C2=O)cc1OC (configuration not stated),0.9,6,3,8,0.5,-32,1,/,19
CCCN(CC(=O)c1cc(C)n(C)c1C)S(=O)(=O)c1cccc(C(F)(F)F)c1,-1.9,-19,12,11,0.0,-12,-3,7,25
Cc1ccc(-c2nc3ncccc3o2)cc1NC(=O)c1sc2ccccc2c1Cl,0.2,12,5,57,0.2,-1,42,4,31
Cc1nc2ccccc2nc1OCc1cccc([N+](=O)[O-])c1,2.0,-5,10,8,-0.8,2,1,-2,30
COc1ccc(OCC(O)CNC(=O)c2cccs2)cc1 (configuration not stated),0.6,2,12,4,0.2,6,-6,/,-11
Cc1ccccc1NC(=O)CCN1CCc2ccccc2C1,1.9,-3,5,34,0.1,9,-9,2,0
Cc1nn2c(-c3ccccn3)ccnc2c1Br,-0.3,8,3,-2,0.0,-14,0,1,-17
COc1cccc(C(=O)NNC(=O)C(=O)N2CCCCC2)c1,0.9,-6,7,18,1.1,1,-2,-4,6
COc1ccc(N2CCN(Cc3nc4c(c(=O)n(C)c(=O)n4C)n3Cc3cccc(C)c3)CC2)cc1,1.7,2,/,49,0.7,2,4,-1,14
CCOc1cc(NC(=S)NCc2ccco2)c(OCC)cc1NC(=O)C1CC1,1.3,7,13&10,28,0.6,8,-28[fluorescence artefact?],2,16&33
O=C(/C=C/Nc1nccs1)C(F)(F)Cl,-1.2,0,9,8,-0.5,16,-11,0,-35
COc1ccc(NC(=O)c2oc3ccccc3c2NC(=O)c2ccc3c(c2)OCO3)cc1,0.2,-6,7,-1,0.6,2,4,3,4
N/C(=N\OC(=O)N1CCOCC1)c1ccc(Br)cc1,1.5,12,2,33,0.3,26,1,-4,-3
COc1ccc(OCC(=O)N(Cc2ccco2)C2CCS(=O)(=O)C2)cc1 (configuration not stated),0.4,-10,5,-17,-0.3,24,0,/,7
CC(NC(=O)COC(=O)C1=COCCO1)C12CC3CC(CC(C3)C1)C2 (configuration not stated),0.5,-10,7,-2,-1.3,15,2,12,-23
O=C(N/N=C/C=C\c1ccccc1[N+](=O)[O-])c1cccnc1,1.9,1,8,-5,1.0,-9,2,/,-32
COc1ccc2nc(Cl)c(C3CC(c4ccco4)=NN3C(=O)CCC(=O)O)cc2c1 (configuration not stated),0.8,-58,23,-20,1.4,23,-3,6,3
COc1cccc(N2CCN(c3ncccn3)CC2)c1,3.3,0,7,-3,0.5,31,5,-1,-2
Cc1ccnc(NS(=O)(=O)c2ccc(NC(=O)c3ccc(C)o3)cc2)n1,0.0,-12,13,0,0.9,3,-14,-5,24
NNC(=O)CNC(=O)c1ccc(F)cc1,0.6,6,10,15,0.6,10,-13,3,-10
O=c1nc2sc3ccccc3n2c(=O)n1-c1ccc(Cl)cc1,1.1,-18,8,-12,1.0,17,3,-7,-39
COc1ccc(NC(=O)N2CCC(C(=O)c3ccc(F)cc3)CC2)cc1,0.8,1,3,-8,0.2,14,-1,-5,36
CC(=O)Nc1nnc(-c2c(-c3ccccc3Cl)noc2C)o1,-0.5,5,10,19,0.4,0,-2,/,2
Cc1ccc(S(=O)(=O)NCCCCCC(=O)Nc2ccccc2)cc1,-0.3,6,9,17,-0.3,14,0,2,10
COc1ccc(C(=O)C2CCCN(Cc3cn[nH]c3-c3ccc(F)cc3)C2)cc1OC (configuration not stated),-1.8,17,11,7,1.3,/,-13,8,-38

# (further entries)
mol,zfTRPN1 agonist,NPY-Y1 PAM-ag,PGE2 EP2 inh,CHOP inhibitor,TRPML3 agonist,PPC-1+TRAIL kill,14-3-3 Bad inh,NPY-Y1 antag,EP2 modulator
COc1ccc2c(c1)OC(O)(C(F)(F)F)CC2=O (configuration not stated),-0.1,9,15,7,-0.5,13,-3,2,-11
CCN(CC)c1ccc(NC2CC(=O)N(CCc3ccc(OC)cc3)C2=O)cc1 (configuration not stated),1.7,-2,7,53,0.1,21,0,/,30
CCN(CC)S(=O)(=O)c1ccc(N/N=C/c2ccc(OC)c(OC)c2OC)nc1,0.0,-4,4,0,0.0,13,-4[fluorescence artefact?],3,3
COC(=O)[C@H](C)NC(=O)NCc1ccco1,-1.3,1,5,16,-0.3,7,-6,-5,2
CCCS(=O)(=O)N1CCCC(C(=O)NCCN(C)Cc2ccccc2)C1 (configuration not stated),0.1,0,12,8,0.0,13,-14,-5,27
CCOC(=O)C1=C(C)Nc2nc3ccccc3n2C1c1cccs1 (configuration not stated),-1.0,11,4,18,-1.3,-5,27,1,18
O=C(/C=C/c1ccc(OCCCF)cc1)NCc1ccc(Cl)c(Cl)c1,0.1,5,9,37,-0.6,-11,-6,12,-36
CN(c1ccc(C(=O)NCCSCc2c(F)cccc2Cl)cc1)S(C)(=O)=O,0.3,8,8,15,0.7,30,-12,3,0
CC(=O)N1CCN(S(=O)(=O)c2cccc(C(=O)Nc3ccc4c(c3)OCO4)c2)CC1,-0.6,11,2,1,0.1,8,-10,-5,-29
